T cell modulator – modulators of CD8 T cell-vesicle binding, primary screen, mouse 2C CD8+ T cells, flow cytometry | 2C CD8+ T cell-vesicle binding; active compounds read low | calls only at 7 µM | 0.068% of 330,000 active | AID 2052, 2009;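 active = response, share of CD8 T cells binding vesicles, and their 90th percentile fluorescence all below set limits, cut at about 80% in these data, passing the limit was not always enough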
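Material: murine 2C transgenic CD8+ T lymphocytes / Also added: QL9-peptide-loaded Drosophila micro-vesicles bearing Ld, ICAM-1 and B7-1 / Schedule: binding step 1.5 h, 37 °C, antibody labelling 20 min, ice / Signal: flow cytometry, PE anti-B7-1 (FL2) versus Alexa647 anti-CD8 (FL8), PFA-fixed / Evaluation: percent CD8+ FL2 mean versus row control / Benchmarks: naked versus QL9-loaded vesicles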
PhoP inhibition – inhibitors of PhoP regulon expression, primary screen, Salmonella Typhimurium, GFP reporter (AID 1863); S. Typhimurium PhoP-regulated promoter GFP reporter, 4 h; higher % means a stronger effect; 0.16% of 300,000 active; one-dose inhibition, % at 50 µM; IC50 in µM for titrated hits;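 active = inhibition over 29.93%, a cutoff 3 SD above the screen mean, later confirmed by dose response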;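 also: 0% = low Mg2+ inducing control and 100% = high Mg2+ repressing control; strong numbers were not always called active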
Lipid droplet – inhibitors of hepatocyte lipid droplet formation, primary screen, imaging, high-throughput imaging, BODIPY stain | AID 1656, 2009 | AML12 mouse hepatocytes, oleate lipid droplets | 0.4% of 240,000 active | inhibition, % at 6.5 µM;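 active = lipid droplet intensity inhibited by at least 50%, with more than 500 cells counted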
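Material – AML12 mouse liver cells · Also added – oleate loading, 100 µM · Compound dosing – 6.5 µM single-point dosing · Times – overnight treatment with compound plus oleate · Measured by – fluorescence imaging, 20x objective, two fields per well · Read-out – percent inhibition of filter-corrected integrated lipid droplet intensity per well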
Lipid droplet cells 6.5 µM – recorded beside Lipid droplet, whose call it bears; cell count; measured here: cell count, cytotoxicity flag;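 cells counted across two imaged fields per well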
T cell modulator vesicle-bound % – recorded beside T cell modulator, whose call it bears; double positive events, %; measured here: CD8+ vesicle-bound cell fraction;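 binding gate set so that unloaded-vesicle control wells show 10% double positive cells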
An asterisk follows results filed as active; i = inactive. This is a subset; the hit share may differ from the screen's.

SMILES	T cell modulator	T cell modulator vesicle-bound %	PhoP inhibition	Lipid droplet	Lipid droplet cells 6.5 µM
Cc1ccn(CC(=O)N2CCCC(Nc3ccc(F)c(F)c3)C2)n1 (stereo not drawn)	i	14	6%	9	685
COc1ccc(N2CCN(CCC(=O)c3ccc4ccccc4c3)CC2)cc1	i	48	3%	1	846
Cc1ccc2nc(N(CCN(C)C)C(=O)c3ccc4c(c3)OCCO4)sc2c1	i	8	-6%	-1	642
COc1ccc(NCc2nnc(-c3ccccc3)o2)cc1	i	23	9%	-1	740
COc1ccccc1NC(=O)c1c(O)c2ccccc2[nH]c1=O	i	22	-4%	3	818
CC1Cc2cc(S(=O)(=O)NCc3ccccc3)ccc2N1C(=O)C1CC1 (stereo not drawn)	i	9	5%	30	777
Oc1ccc(Br)cc1Cn1nnc2ccccc21	i	55	13%	11	832
Cc1cccc(N(CC(=O)NC(C)(C)C)C(=O)CCC(=O)Nc2nccs2)c1	i	49	3%	-23	799
COc1ccccc1/C=N/OCc1cc(C(C)=O)ccc1OC	i	37	6%	0	861
O=C(Nc1ccccc1)c1ccc(S(=O)(=O)N2CCC(C(=O)O)CC2)cc1	i	19	-2%	2	666
CCC1CN(C(=O)NCc2ccccc2)c2cc(Cl)ccc2O1 (stereo not drawn)	i	24	3%	0	847
CCCCCCNC(=O)c1cc(S(=O)(=O)N2CCc3ccccc32)ccc1F	i	40	0%	16	748
Cc1cc(C)c(S(=O)(=O)Nc2ccccn2)c(C)c1	i	49	-3%	2	863
Cc1ccnc(N/C=C/C(=O)c2ccc(Br)cc2)c1	i	30	9%	5	779
CCCC(=O)Nc1ccc(NC(=O)c2ccccc2F)cn1	i	48	-8%	-3	788
CCN(CC)c1ccc(/C=C2\SC(N)=NC2=O)cc1	i	57	-7%	2	830
CC(C)(C)C(=O)COC(=O)C1=NN(c2ccccc2)C(=O)CC1	i	58	-8%	-4	874
Cc1c(C(=O)NC(=S)Nc2cccnc2)cccc1[N+](=O)[O-]	i	66	-3%	19	710
COC(=O)c1sc(N2CCN(Cc3ccccc3)CC2)nc1N	i	11	0%	0	394
COc1ccc(C(=O)N2CCCC(Nc3ccc(C)c(C)c3)C2)cc1F (stereo not drawn)	i	38	-1%	-2	855
Clc1ccc2ccc3cccnc3c2n1	i	27	12%	7	826
CCCN1CCN(C(=O)c2oc3ccccc3c2NC(=O)COc2ccc(OC)cc2)CC1	i	12	-5%	-16	663
CCOC(=O)c1cc(-c2ccc(F)cc2)nc2c1c(=O)[nH]c(=O)n2Cc1ccccc1	i	41	13%	-4	781
Cc1ccc2oc(=O)n(CCC(=O)Nc3ccc(N4CCOCC4)cc3)c2c1	i	10	-3%	-6	854
O=C1Nc2ccccc2/C1=C\C(=O)c1ccccc1	i	53	0%	-5	805
COc1ccc(NC(=O)NC(C)c2ccccc2)cc1 (stereo not drawn)	i	26	-3%	-2	706
CC(C)(C)c1ccc(S(=O)(=O)NCC(=O)N2CCCC2)cc1	i	52	2%	5	829
O=C(O)c1ccccc1NC(=O)c1cc2ccccc2oc1=O	i	60	-8%	-7	800
O=C(NC1CCCC1)C1CC(=O)N(c2ccc(F)c(Cl)c2)C1 (stereo not drawn)	i	55	-6%	3	676
CCNS(=O)(=O)c1ccc(CCC(=O)NCc2ccccn2)cc1	i	7	8%	0	798
O=C(NCCc1cccs1)C1CCC(=O)N(CCc2cccc(F)c2)C1 (stereo not drawn)	i	50	-1%	-14	706
CCn1c(SCc2ccccc2)nc2cc(S(N)(=O)=O)ccc21	i	28	-5%	-2	821
COc1ccc(C(=O)NC(=S)NCc2ccco2)cc1Br	i	6	7%	-2	630
CN1C2CCC1CC(NS(=O)(=O)c1cc(Cl)c(Cl)cc1Cl)C2 (stereo not drawn)	i	65	-5%	17	823
CC(OC(=O)C1CCN(S(=O)(=O)c2ccc(Cl)cc2)CC1)C(=O)NC1CCCCC1C (stereo not drawn)	i	11	12%	-2	811
Cc1ccc(NCc2nc3ccccc3n2C)cc1C	i	60	3%	-8	827
O=C(N/N=C/c1c(O)ccc2ccccc12)c1ccc(Br)o1	i	7	-5%	6	786
COCCC(=O)N1CCc2ccc(NC(=O)c3ccc(C(F)(F)F)cc3)cc2C1	i	59	11%	-15	779
COC(CNC(=O)c1c[nH]c2ccc(S(=O)(=O)N3CCOCC3)cc2c1=O)OC	i	2	3%	7	772
COc1cc(OC)c(OC)cc1CNC(=O)c1ccc(COc2ccccc2)cc1	i	29	7%	-12	744

Among those listed so far, four contain bromine:
SMILES	T cell modulator	T cell modulator vesicle-bound %	PhoP inhibition	Lipid droplet	Lipid droplet cells 6.5 µM
Oc1ccc(Br)cc1Cn1nnc2ccccc21	i	55	13%	11	832
Cc1ccnc(N/C=C/C(=O)c2ccc(Br)cc2)c1	i	30	9%	5	779
COc1ccc(C(=O)NC(=S)NCc2ccco2)cc1Br	i	6	7%	-2	630
O=C(N/N=C/c1c(O)ccc2ccccc12)c1ccc(Br)o1	i	7	-5%	6	786

(further entries)
SMILES	T cell modulator	T cell modulator vesicle-bound %	PhoP inhibition	Lipid droplet	Lipid droplet cells 6.5 µM
CCOC(=O)N1CCN(C(=O)c2ccccc2NC(=O)COc2ccccc2)CC1	i	7	-7%	11	773
COc1cc(CC(=O)Nc2sc3c(c2C(N)=O)CCCC3)cc(OC)c1OC	i	43	-4%	-6	694
Cc1ccc(-n2nc3c(=O)n(CCCC(=O)NCc4ccccc4F)nc(C)c3c2C)cc1	i	12	2%	-7	681
Oc1[nH]c2ccccc2c1N=Nc1cccc(Cl)c1	i	41	-21%	6	646
COc1ccc2nc(C)cc(N/N=C/c3cccc(OC)c3O)c2c1	i	47	-8%	7	859
CN(C)c1ccc(NC(=O)c2cccc([N+](=O)[O-])c2)c2ccccc12	i	59	-2%	-3	793
O=C(CCC(=O)Nc1ccc(F)cc1)N/N=C/c1ccc(F)cc1	i	17	11%	8	841
COc1ccc(OC)c(S(=O)(=O)N2CCc3ccccc3C2)c1	i	57	5%	-11	822
CCCC(=O)Nc1cc2c3c(c1)CC(=O)N3CCC2	i	8	-1%	-1	688
O=C(NC1CCCC1)C(c1ccco1)N(C(=O)c1csnn1)c1ccccc1 (stereo not drawn)	i	19	2%	-22	782
O=C(N/N=C(\c1ccccc1)c1cccnc1)c1ccc(O)cc1	i	4	0%	4	874
CC(C)(C)N(Cc1ccccc1)C(=O)c1cc2ccccc2o1	i	37	11%	-18	888
Cc1ccc(NC(=O)Cn2nnc(C(=O)Nc3ccc(F)c(Cl)c3)c2N)cc1	i	11	2%	2	697
COc1ccc(/C=C2\SC(=S)N(CCC(=O)NC3CCCC3)C2=O)cc1OC	i	17	6%	-4	821
COc1cc(NC(=O)c2ccccc2)c(OC)cc1NC(=O)Cc1ccc(F)cc1	i	64	-3%	-14	796
Cc1c(C(=O)Nc2cccnc2Cl)oc2ccccc12	i	6	0%	-2	774
COc1ccc(CC(=O)Nc2ccc(S(=O)(=O)N3CCCCC3)cc2)cc1OC	i	63	1%	-2	680
COc1ccc(C(=O)Nc2cc(-c3ccc(C)cc3)no2)cc1	i	27	10%	1	825
CC(C)c1ccc(NC(=O)CCNS(=O)(=O)c2cc(Br)cnc2N)cc1	i	4	-7%	-1	752
O=C(Nc1cc(Cl)ccc1Cl)C1Cc2ccccc2O/C1=N\O (stereo not drawn)	i	11	-1%	-25	860
Clc1ccc(N2CCN(Cc3ccco3)CC2)cc1	i	52	4%	-2	839
CCOc1ccc(CCNC(=O)COC(=O)CSc2ccccc2C)cc1OCC	i	51	-5%	31	825
Cc1ccc(S(=O)(=O)N2CC=C(C(=O)NC3CCCC3)CC2)cc1	i	7	-3%	3	781
COCCCNC(=S)Nc1cc2oc3ccccc3c2cc1OC	i	56	6%	-15	838
COc1ccc(NC(=O)c2cc(=O)c3ccccc3o2)cc1Cl	i	27	2%	11	818
CC(CCc1ccccc1)NC(=O)CCc1cn(C)c2ccccc12 (stereo not drawn)	i	46	-1%	0	788
O=C(NCCN1CCOCC1)c1ccc(/C=C2\Sc3ccccc3N(Cc3ccccc3F)C2=O)cc1	i	10	-1%	-2	664
CCCNC(=O)C1(S(=O)(=O)c2ccccc2)CC=CC1	i	21	11%	-1	733
COc1ccc(C(=O)OCC(=O)NCCCc2ccccc2)cc1OC	i	26	10%	11	813
COc1ccc([N+](=O)[O-])cc1NC(=O)c1csc(C)c1	i	66	1%	15	691
Cc1ccc(C)c(S(=O)(=O)Nc2cccc(-n3cnnn3)c2)c1	i	32	-5%	-1	756
O=S(=O)(c1ccc(F)cc1)N1CCCC1	i	16	8%	-2	790
COCc1c(C(=O)N/N=C\c2cccs2)nnn1-c1nonc1N	i	51	3%	-3	828
O=C(CN1C(=O)COc2ccccc21)N1CCCC1	i	33	4%	9	831
Cc1nn(CC(=O)Nc2ccc(S(N)(=O)=O)cc2)c(=O)c2ccccc12	i	56	8%	-10	392
O=C(c1cc(COc2ccc(F)cc2Cl)on1)N1CCCCC1c1cccnc1 (stereo not drawn)	i	8	4%	-58	707
O=C(COc1ccc2ccc(=O)oc2c1)NCCCn1ccnc1	i	16	0%	-31	726
COc1ccc(CC(=O)NNS(=O)(=O)c2ccccc2[N+](=O)[O-])cc1	i	26	6%	-4	833
CCOCCn1c2ccccc2c2nc3ccccc3nc21	i	50	7%	-3	804
Cc1cc(C)cc(C(=O)NC(CC(N)=O)c2ccc(N3CCC(N4CCCCC4)CC3)c([N+](=O)[O-])c2)c1 (stereo not drawn)	i	20	2%	1	790
O=C(CNC(=O)c1cccc(Cl)c1)Nc1ccc(F)c(F)c1F	i	34	8%	-8	688
Cc1ccc(OCc2cc(C(=O)NC3CCc4ccccc43)no2)cn1 (stereo not drawn)	i	47	4%	-6	613
COc1ccc(NC2CCCN(Cc3cccc4cnccc34)C2)cc1 (stereo not drawn)	i	54	-5%	-1	814
O=S(=O)(NCCN1CCOCC1)c1ccc(Oc2ccccc2Cl)cc1	i	17	6%	-4	809
COc1cccc(C2c3[nH]c4ccccc4c3CCN2C(=O)c2ccccc2F)c1OC (stereo not drawn)	i	55	15%	48	739
COc1ccc(-n2c(SCC(=O)Nc3ccc(C(N)=O)cc3)nc3c([nH]c4ccccc43)c2=O)cc1OC	i	57	9%	-1	863
CC(=O)Nc1ccc2nc(-c3cccn3C)[nH]c2c1	i	34	-3%	-2	789
Cc1cc(C)n2nc(CC(=O)NNC(=O)c3ccc(N(C)C)cc3)nc2n1	i	58	1%	-6	704
COc1ccc(CCNC(=O)CS(=O)(=O)Cc2nc(-c3ccc(C)cc3)oc2C)cc1OC	i	21	-3%	11	750
COc1ccc(-c2nc(CS(=O)CC(=O)NCCCN3CCCC(C)C3)c(C)o2)cc1OC (stereo not drawn)	i	46	-12%	-18	664
Cc1ccc(CNc2ccc3c(c2)nc(C)n3C)cc1	i	15	3%	13	816
COc1cccc(NC(=O)Nc2cc(C(=O)NCC3CCCO3)ccc2N2CC3CC(C2)c2cccc(=O)n2C3)c1 (stereo not drawn)	i	16	11%	-15	734
Cc1cc(-c2nnc(CCC(=O)NCc3cccc(C(F)(F)F)c3)o2)no1	i	30	0%	-2	741
CC(C)(C)OC(=O)N1CCC(c2c(C(=O)NCC3CCN(C4CCCC4)C3)cnn2-c2cccc(Cl)c2)CC1 (stereo not drawn)	i	75	8%	-21	810
COc1ccc(CNC(=O)N2CCN(S(=O)(=O)c3ccccc3)CC2)cc1	i	32	-3%	0	796
CCC(CC)C(=O)Nc1nnc(SCC(=O)NC2CCCCC2)s1	i	26	0%	4	797

Gathered by group: the entries above with a nitro group on carbon (five)
SMILES	T cell modulator	T cell modulator vesicle-bound %	PhoP inhibition	Lipid droplet	Lipid droplet cells 6.5 µM
Cc1c(C(=O)NC(=S)Nc2cccnc2)cccc1[N+](=O)[O-]	i	66	-3%	19	710
CN(C)c1ccc(NC(=O)c2cccc([N+](=O)[O-])c2)c2ccccc12	i	59	-2%	-3	793
COc1ccc([N+](=O)[O-])cc1NC(=O)c1csc(C)c1	i	66	1%	15	691
COc1ccc(CC(=O)NNS(=O)(=O)c2ccccc2[N+](=O)[O-])cc1	i	26	6%	-4	833
Cc1cc(C)cc(C(=O)NC(CC(N)=O)c2ccc(N3CCC(N4CCCCC4)CC3)c([N+](=O)[O-])c2)c1 (stereo not drawn)	i	20	2%	1	790
